Compound activity from PubChem.
SR-BI HDL uptake – inhibitors of SR-BI mediated HDL lipid uptake, primary screen, ldlA[mSR-BI] cells, fluorescence, single point; ldlA[mSR-BI] CHO cells, DiI-HDL uptake fluorescence, 3 h; inhibition, % at 12.5 µM; 320,000 tested, 0.96% active; AID 488896, 2010; Scavenger receptor class B member 1 (Mus musculus), Q61009;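 active = mean replicate inhibition of at least 70% and a set share of replicates each scoring 70 or more; inconclusive = meets just one of the two criteria; inactive = fails both criteria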;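 also: 0% = median of neutral control wells and 100% = median of positive control wells; values of inactives mirror those of a sister screen read the other way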
Wnt bcat act – Wnt/beta-catenin pathway activators, primary screen, cell-based, plate reader, single point. Wnt/beta-catenin reporter cell assay, activator. activation, % at 9.35 µM. 300,000 tested, 1.2% active; in the data active = activation above about 30%, passing the limit was not always enough; inconclusive = no clear call, values can overlap the other calls;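 also: 0% = neutral control wells and 100% = positive control wells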
cardiac RTF act – cardiac RTF calcium sensitivity activators, primary screen, biochemical, IANBD-TnC fluorescence, EC20 calcium | IANBD-labeled TnC RTF fluorescence at EC20 calcium; 0% EC20 calcium, 100% full calcium | activation, % at 7.2 µM | AID 493008, 2010 | 340,000 tested, 0.24% active;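 active = activation above the mean over all tested compounds plus 3 SD, cut at about 30% in these data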;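 also: rise in fluorescence read as greater calcium sensitivity of cardiac thin filaments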
HTR5A ag ctr – HTR5A agonists in luminescence cell assay, primary screen, counter-screen for OPRM1-OPRD1 heterodimer agonist project, full-deck HTS; 340,000 tested, 0.61% active; cell-based; activation, % at 9.3 µM; in the data active = activation mostly above about 9.5%, no sharp cut-off; inactive = mostly below about 7.6%;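 also: 0% = cells with vehicle only and 100% = reference agonist; strong numbers were not always called active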
Target sequence (P47898 whole entry, looked up): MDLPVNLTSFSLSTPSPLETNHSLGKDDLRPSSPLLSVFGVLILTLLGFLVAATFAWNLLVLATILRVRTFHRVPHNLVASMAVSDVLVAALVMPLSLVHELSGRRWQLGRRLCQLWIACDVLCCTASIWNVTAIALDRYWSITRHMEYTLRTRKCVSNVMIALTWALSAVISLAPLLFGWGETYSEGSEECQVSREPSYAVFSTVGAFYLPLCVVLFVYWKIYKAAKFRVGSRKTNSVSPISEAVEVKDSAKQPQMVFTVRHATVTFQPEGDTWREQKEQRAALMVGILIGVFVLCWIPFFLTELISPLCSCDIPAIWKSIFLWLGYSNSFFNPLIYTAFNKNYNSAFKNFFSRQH
Rtt109 HAT inh – inhibitors of C. albicans Rtt109/Vps75 HAT, primary screen, biochemical, ThioGlo CoA-SH fluorescence, plate reader. AID 540336, 2011. inhibition, % at 34.9 µM. purified Rtt109/Vps75, 4 h. Histone acetyltransferase RTT109 (Candida albicans (strain SC5314 / ATCC MYA-2876)), …. 330,000 tested, 0.16% active;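 active = inhibition of at least 50% in every replicate; inconclusive = best replicate reaches 50% inhibition but some replicates fall short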
MITF act – activators of MITF-driven TRPM1 promoter reporter, primary screen, cell-based, SK-MEL-5, luciferase, single point; activation, % at 12.5 µM; SK-MEL-5 TRPM1-promoter luciferase, 24 h; % of positive control, neutral wells = 0; AID 588334, 2011; 300,000 tested, 0.75% active;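 active = mean activation of at least 80% with every replicate also reaching 80%; inconclusive = mean reaches 80% but some replicate falls short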;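 also: 0% = neutral control wells and 100% = parthenolide positive control wells; values of inactives mirror those of a sister screen read the other way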
SR-BI DiI-HDL act – activators of SR-BI mediated DiI-HDL uptake, primary screen, ldlA[mSR-BI] CHO cells, DiI fluorescence; 3 h; 100 = double the neutral-control signal; activation, % at 12.5 µM; 320,000 tested, 0.096% active; AID 504775, 2011;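 active = mean replicate activation of at least 60% and every replicate at or above 60%; inconclusive = mean or all-replicate condition met, but not both; inactive = mean below 60% and not all replicates reaching 60%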;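 also: 0% = median plate neutral-control signal and 100% = twice that signal; values of inactives mirror those of a sister screen read the other way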
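material = CHO ldlA[mSR-BI] cells | medium = Ham's F12 with 0.5% BSA, HEPES 25 mM, pH 7.4 | reagent = fluorescent DiI-HDL, 10 µg/mL final | compound dosing = single-point compound dose | incubation = 3 h, 37 °C | measured by = bottom-read fluorescence, 550/595 nm | measure = HDL uptake via cellular fluorescence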
dFosB act – activators of delta FosB homodimer, primary screen, biochemical, fluorescence polarization, TAMRA-CDK5 oligo, single point; AID 493131, 2011; activation, % at 25 µM; 340,000 tested, 0.99% active; Protein FosB (Mus musculus), P13346; purified delta FosB; percent of positive-control signal above neutral wells;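 active = mean activation above about 17%, with every replicate also reaching it, limit read from the data, passing the limit was not always enough; inconclusive = only one of the two conditions met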;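 also: fluorescence polarization rise as delta FosB binds a TAMRA Cdk5 AP-1 oligo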
CDK5 inh – inhibitors of human CDK5/p35 kinase, primary screen, biochemical, single concentration. Recombinant CDK5/p35, ADP-Glo luminescence, 60 min. AID 488839, 2010. inhibition, % at 10 µM. 330,000 tested, 0.01% active;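 active = highest replicate inhibition of at least 50% and at least 75% of replicates reaching 50%; inconclusive = only one of the two criteria met; inactive = both criteria failed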;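 also: plate controls were DMSO neutral control for no effect and GW8510 at 10 µM for full effect; many of its hits are not listed in these tables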
Target sequence (Q00535 whole entry, looked up): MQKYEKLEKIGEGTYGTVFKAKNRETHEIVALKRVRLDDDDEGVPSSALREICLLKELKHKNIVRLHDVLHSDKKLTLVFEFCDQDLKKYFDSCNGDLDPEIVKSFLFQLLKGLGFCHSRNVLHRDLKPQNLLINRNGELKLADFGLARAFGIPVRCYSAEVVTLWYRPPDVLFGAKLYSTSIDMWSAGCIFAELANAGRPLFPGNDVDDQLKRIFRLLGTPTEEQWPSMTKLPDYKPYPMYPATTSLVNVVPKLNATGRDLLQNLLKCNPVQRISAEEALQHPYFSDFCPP
Target sequence (Q15078 whole entry, looked up): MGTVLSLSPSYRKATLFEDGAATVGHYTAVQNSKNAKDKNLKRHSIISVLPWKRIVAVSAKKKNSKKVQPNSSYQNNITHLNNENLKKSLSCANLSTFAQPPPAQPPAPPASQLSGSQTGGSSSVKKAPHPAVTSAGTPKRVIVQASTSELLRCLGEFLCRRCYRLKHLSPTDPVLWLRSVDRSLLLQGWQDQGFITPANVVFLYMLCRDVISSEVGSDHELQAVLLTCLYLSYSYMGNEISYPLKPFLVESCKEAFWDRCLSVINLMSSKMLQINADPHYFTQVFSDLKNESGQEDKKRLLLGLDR
PvdQ inh – P. aeruginosa PvdQ acylase inhibitors, primary screen, biochemical, fluorescence, plate reader and imaging, single point | AID 488965, 2010 | purified PvdQ acylase | inhibition, % at 10 µM | PvdQ acylase [Pseudomonas aeruginosa LESB58] | 340,000 tested, 0.063% active; in the data active = inhibition above about 30%, passing the limit was not always enough; inconclusive = no clear call, values can overlap the other calls;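 also: 0% = vehicle neutral wells and 100% = reference inhibitor wells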
Active calls of the source: *; ? = inconclusive; / = no result given.

SMILES,SR-BI HDL uptake,Wnt bcat act,cardiac RTF act,HTR5A ag ctr,Rtt109 HAT inh,MITF act,SR-BI DiI-HDL act,dFosB act,CDK5 inh,PvdQ inh
Cc1cccc[n+]1CC(=O)c1ccc(NC(=O)c2ccccc2)cc1,3,2,-1,-2,0,6,-3,-12,1.9,-17
Cc1cc(C(=O)OCn2nnc3ccccc3c2=O)c(C)o1,-7,-3,-3,-2,26,-4,7,-1,-0.5,6
Cc1ccc(CSCCNC(=O)c2ccc(NS(C)(=O)=O)cc2)cc1,5,-1,1,0,-1,4,-5,-5,-0.2,-15
COc1ccc(N2CCN(C(=O)c3cc4c(-c5ccc(Cl)cc5)nn(C)c4s3)CC2)cc1,-6,-4,-3,6,8,-16,6,-12,0.4,3
CCOC(=O)C1CCN(C(=O)Cn2nc(C)n3c(cc4cc(C)ccc43)c2=O)CC1,10,-1,0,-3,2,-3,-10,-10,-1.3,10
COc1ccccc1NC(=O)C1=C(C)Nc2nc(-c3cccs3)nn2C1c1cccnc1 (stereo not drawn),3,24,1,-6,1,-2,-3,6,0.9,-17
Cc1cc(S(=O)(=O)NCc2ccccc2)ccc1OCC(=O)NCC1CCCO1 (stereo not drawn),10,1,-2,-4,-2,-4,-10,-8,0.0,0
CCOc1ccc(OCC(=O)OCC(=O)Nc2ccc3[nH]c(=O)[nH]c3c2)cc1,9,3,-7,-4,0,0,-9,-4,-0.9,-8
CC1CCN(CCCNC(=O)c2nn(C)c3c2CS(=O)(=O)c2ccccc2-3)CC1,-9,1,2,2,-1,10,9,0,/,-10
O=C(NCc1ccccc1Cl)c1ccncc1,-15,0,-10,6,-7,/,15,-7,-0.4,3
O=C(O)CCCN=C1CCCc2ccccc2N1,10,/,-1,4,-2,/,-10,-9,-0.4,5
CCOc1ccc(S(=O)(=O)NCCC(=O)Nc2ccncc2)cc1,-7,-3,9,3,-5,13,7,-2,-8.4,-6
CCOc1ccc(N(Cc2cc3ccc(C)cc3[nH]c2=O)C(=O)COC)cc1,-15,-3,0,1,6,-1,15,-12,1.9,-14
O=C(Nc1ccon1)c1cc2ccccc2oc1=O,-7,-7,-4,-2,3,20,7,-1,-0.7,-10
CO[C@@]12[C@H](COC(N)=O)C3=C(C(=O)C(C)=C(N)C3=O)N1C[C@@H]1N[C@@H]12,12,1,2,5,-4,-6,-12,7,-1.9,-9
CCN1C(=O)N[C@@H](c2ccccc2)[C@H](C(C)=O)[C@H]1C,-36,3,4,1,1,-2,36,5,1.4,-6
O=C1C=C(NCCOC23CC4CC(CC(C4)C2)C3)C2(CCCCC2)O1,-19,-2,-8,-7,-4,3,19,0,0.3,3
CC(C)CC(C(=O)Nn1cnnc1)N1C(=O)c2ccccc2C1=O (stereo not drawn),-14,/,-3,-1,-4,5,14,-5,-0.7,-3
Cc1c(NC(=O)c2cc3nc(-c4ccc(Cl)cc4)cc(C(F)(F)F)n3n2)c(=O)n(-c2ccccc2)n1C,70*,26,-2,-5,-9,-10,-70,-2,-0.5,2
O=S(=O)(c1ccc2ccccc2c1)N1CCN(C2Cc3ccccc3C2)CC1,-22,-2,-2,2,-1,-2,22,-1,0.0,-9
CCN(CC)C(=O)[C@H]1CC(CC(=O)NCCC2=CCCCC2)C(=O)N2CCc3c([nH]c4ccc(OC)cc34)[C@]12C (stereo partly drawn),34,-2,-5,4,4,4,-34,-13,0.5,-11
Nc1ccc(N2CCCCC2)c(S(=O)(=O)Nc2ccccc2Cl)c1,11,-4,-4,3,5,8,-11,-7,-4.0,-6
N#C/C(=C\c1ccc(N2CCOCC2)c([N+](=O)[O-])c1)c1nc2ccccc2[nH]1,46,1,-4,0,-1,32,-46,-3,0.5,13
O=C(CSc1nnc(NC(=O)c2ccc(F)cc2)s1)NCc1ccco1,-10,23,2,9,10,23,10,12,2.0,1
C=CCN1C(=O)C2(NC(=O)c3ccccc3N2)c2ccccc21 (stereo not drawn),-5,-9,-2,-1,-56,-4,5,1,1.0,7
CCn1nnnc1SCCSc1nnnn1CC,-17,6,-2,2,1,-13,17,-6,-0.8,-3
O=C(O)c1ccccc1C=NN=C1c2ccccc2-c2ccccc21,-10,3,-5,3,11,13,10,-4,1.3,6
Cc1ccc(S(=O)(=O)N2CCC(C(=O)NCc3ccccc3CN3CCCC3)CC2)cc1C,-28,-5,3,-4,4,21,28,-5,-0.1,-9
C=CCn1cnc2c(c1=O)c1nc3ccccc3nc1n2/N=C/c1ccccn1,-30,/,-5,-2,2,0,30,-69,-0.4,4
O=C(Cn1ccc([N+](=O)[O-])n1)NCc1ccco1,-34,-3,-3,8,8,-5,34,-3,-1.4,-1
Cn1c(=O)c2c(nc(OCc3cccnc3)n2Cc2ccccc2)n(C)c1=O,10,/,-3,2,-1,-4,-10,2,0.2,-15
NC(=O)c1cc(S(=O)(=O)N2CCCCC2)cs1,-14,1,-3,3,-9,8,/,-2,0.8,-15
COc1cc(NC(=O)n2ncc3cc(Cl)ccc32)cc(OC)c1,38,4,0,1,7,48,-38,0,1.2,-12
O=C(O)C1=C[C@H](c2ccccc2)C[C@H](OCCCCO)O1,-12,4,9,5,-1,-1,12,1,1.4,-11
CC(OC(=O)c1cc2c(s1)CCCCC2)C(=O)NC(N)=O (stereo not drawn),4,-5,-4,-3,1,26,-4,?,0.9,-3
Cc1nn2cc(-c3ncc(C(F)(F)F)cc3Cl)cnc2c1Br,23,9,/,/,-3,22,-23,-5,-0.6,1
CCOC(=O)c1csc(NC(=O)CC2CCCC2)n1,-6,9,-2,0,-14,17,6,-4,-1.2,-17
CCOC(=O)C1CCN(C(=O)COC(=O)c2ccc3c(c2)C(=O)N(c2ccc(OCC)cc2)C3=O)CC1,10,-2,2,-2,-4,0,-10,-8,-0.9,-5
CC1CCCCC1NC(=O)c1ccc(S(=O)(=O)NCc2ccco2)cc1 (stereo not drawn),24,/,2,1,-1,9,-24,-7,0.5,-14
CCN1CCN(C(=O)c2ccc(Sc3ccccc3Cl)c([N+](=O)[O-])c2)CC1,16,-4,-1,1,11,4,-16,-4,/,-12
Cc1cc(C)c2c3c(sc2n1)C(c1cccc(F)c1)C(C#N)=C(N)O3 (stereo not drawn),20,/,1,0,-11,-40,-20,-27,2.0,-8
CC(=O)Nc1ccc(S(=O)(=O)Nc2cccc(-c3cn4cccnc4n3)c2)cc1,6,4,-3,-4,3,7,-6,-23,-0.7,-29
N#CCCN1CCN(S(=O)(=O)c2ccc3c(c2)OCCCO3)CC1,-51,/,1,-2,3,-17,51,-2,0.1,-7
Cc1ccc(S(=O)(=O)Oc2cccc(/C=N/Nc3ccc(C(=O)O)cc3)c2)cc1,0,7,10,2,13,13,0,-14,-0.9,-6
COc1cc(S(=O)(=O)Nc2ncccc2C)c(OC)cc1Cl,/,1,5,10,27,-4,/,3,-1.1,2
Cc1ccc(SCCC(=O)OC(C)C(=O)Nc2ccccc2)cc1 (stereo not drawn),-4,1,-9,6,-2,4,4,-4,-0.1,19
CCOc1ccc(NC(=O)C2CCCCN2S(=O)(=O)c2ccccc2)cc1 (stereo not drawn),-10,/,1,-2,7,/,10,-3,-0.1,-8
O=C(N1CCCCC1)N1CCN(S(=O)(=O)c2ccccc2)CC1,-17,2,-1,-3,-2,2,17,2,0.6,15
CCOc1ccc(-n2ccnc(SCC(=O)Nc3cccc(OC)c3)c2=O)cc1,-27,-1,1,5,-3,1,27,1,0.9,-13
Cc1cc(C)n2c(nc3ccccc32)c1C(=O)NCc1ccccc1,2,-1,1,0,-34,2,-2,1,1.4,-10
CSc1nc(N)nc2c1ncn2CC(=O)N[C@H](CO)Cc1c[nH]c2ccccc12,11,0,6,/,9,-4,-11,1,1.6,-12
Cc1cc(C)cc(N(CCC#N)C(=O)COC(=O)C2=COCCO2)c1,-14,9,13,7,-7,17,14,4,-0.1,-8
Cc1cc(N2CCOCC2)nc(SCC(=O)c2ccc(Cl)cc2)n1,22,2,-4,6,3,-8,-22,1,-0.1,-14
CC(NS(=O)(=O)c1ccccc1)C1COc2ccccc2O1 (stereo not drawn),-4,/,-2,5,-8,11,4,-4,-0.7,-11
O=C(c1ccco1)N1CCN(c2nc3ccccc3n3nnnc23)CC1,-24,/,1,1,4,-3,24,-16,-0.9,-1
COCCN(Cc1cc2ccccc2[nH]c1=O)C(=O)c1ccccc1OC,-24,/,-4,5,/,/,24,2,-0.3,-6
COc1cccc(/C=N/n2c(-c3n[nH]c4c3CCC4)n[nH]c2=S)c1OC,-25,3,2,-7,-8,8,25,-1,3.0,-17
O=C(COC(=O)/C=C/c1cccc([N+](=O)[O-])c1)Nc1ccc(Cl)cn1,-13,-2,-3,-1,7,-4,13,-1,1.5,7
C[C@H](NC(=O)c1ncn(C)c1C(=O)N[C@@H](C)c1ccccc1)c1ccccc1,-1,0,0,0,6,-13,1,1,-0.1,-4
Cc1cc(OCC(=O)NCc2cccnc2)ccc1[N+](=O)[O-],-15,1,-7,2,5,-7,15,2,1.8,4

(further entries)
SMILES,SR-BI HDL uptake,Wnt bcat act,cardiac RTF act,HTR5A ag ctr,Rtt109 HAT inh,MITF act,SR-BI DiI-HDL act,dFosB act,CDK5 inh,PvdQ inh
COc1ccc(-c2nn(-c3ccccc3)cc2C(=O)N2c3ccc(C)cc3C3CN(C)CCC32)cc1 (stereo not drawn),1,-1,5,/,4,-5,-1,12,-6.0,0
CCCc1cc(=O)oc2cc(C)c3c(C)coc3c12,32,-7,5,12,2,-6,-32,-4,-0.1,0
COc1ccccc1C(=O)Nc1nc(-c2ccc(S(=O)(=O)N3CCOCC3)cc2)cs1,41,/,2,15,2,-81,-41,11,-0.1,-7
CCCNS(=O)(=O)c1ccc(CCC(=O)N2CCN(c3ccc(F)cc3)CC2)cc1,25,-6,3,-2,-6,-7,-25,2,1.3,2

Not a hit list. About 4.4% of those tested had a hit in this group.
